SMARCA2 act: SMARCA2 (BRM) function activators, primary screen, cell-based, luminescence, high throughput. hit rate 1% among 370,000. MG213 cells, MMTV-luciferase reporter, dexamethasone, overnight. activation, % at 9.1 µM. AID 652017, 2013; in the data active = activation above about 7.8%;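 also: 0% = vehicle wells and 100% = reference activator wells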
sPLA2-III inh: human group III sPLA2 inhibitors, primary screen, biochemical, QFRET, BODIPY PC-A2 liposome substrate; Group 3 secretory phospholipase A2 (Homo sapiens), Q9NZ20; QFRET BODIPY PC-A2 liposome hydrolysis, fluorescence; inhibition, % at 12.2 µM; hit rate 0.56% among 370,000; AID 743126, 2013;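 active = inhibition above mean plus 3 SD of compounds lying within the high and low control bounds, cut at about 19% in these data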;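 also: 0% = median of test compound wells and 100% = no enzyme DMSO wells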
Target sequence (Q9NZ20 whole entry, looked up): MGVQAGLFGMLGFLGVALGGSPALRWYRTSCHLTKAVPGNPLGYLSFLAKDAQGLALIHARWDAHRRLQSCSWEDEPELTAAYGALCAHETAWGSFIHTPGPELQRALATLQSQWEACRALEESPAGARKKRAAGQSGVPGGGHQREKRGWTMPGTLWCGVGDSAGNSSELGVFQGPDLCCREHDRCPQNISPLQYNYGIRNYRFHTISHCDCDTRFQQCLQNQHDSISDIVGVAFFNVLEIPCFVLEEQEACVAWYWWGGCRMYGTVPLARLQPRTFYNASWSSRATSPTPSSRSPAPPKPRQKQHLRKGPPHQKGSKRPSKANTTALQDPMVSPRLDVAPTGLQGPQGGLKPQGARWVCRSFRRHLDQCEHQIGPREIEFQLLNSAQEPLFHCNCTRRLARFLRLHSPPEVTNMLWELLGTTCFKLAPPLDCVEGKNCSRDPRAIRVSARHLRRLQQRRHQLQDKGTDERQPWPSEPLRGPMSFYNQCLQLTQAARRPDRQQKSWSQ
DAX1 inh-1: DAX1 (NR0B1) inhibitors, primary screen, cell-based, HEK293, Gal4-DAX1, luciferase luminescence. Nuclear receptor subfamily 0 group B member 1 (Homo sapiens), P51843. HEK293 Gal4-DAX1 luciferase reporter. inhibition, % at 6.75 µM. hit rate 0.99% among 340,000. AID 504766, 2011;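 active = inhibition above the mean over all tested compounds plus 3 SD, cut at about 4.2% in these data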;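 also: 0% = DAX1-transfected cells with DMSO and 100% = empty-vector control cells with DMSO; inhibition shows as a rise in luminescence from relieved DAX1 repression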
PG9 Ab binder: binders of HIV-1 gp120 antibody PG9, primary screen, biochemical, TR-FRET; HIV-1 gp120 / PG9 antibody interaction; TR-FRET gp120-PG9 antibody binding; inhibition, % at 6.7 µM; hit rate 0.43% among 360,000; AID 624416, 2012; in the data active = inhibition above about 8.5%
PLC-beta3 inh: human PLC-beta3 inhibitors, primary screen, biochemical, fluorescence | 1-phosphatidylinositol 4,5-bisphosphate phosphodiesterase beta-3 (Homo sapiens), Q01970 | Purified PLC-beta3, fluorogenic substrate | inhibition, % at 12.2 µM | hit rate 0.18% among 370,000 | AID 720704, 2013; in the data active = inhibition above about 11%;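 also: 0% = median of compound wells on plate and 100% = full blocker control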
ssDAF12 agonist: S. stercoralis DAF-12 nuclear receptor activators, primary screen, cell-based, luminescence, HEK293, GRIP1 co-expression, lit1-tk-luc; Nuclear hormone receptor DAF-12 (Strongyloides stercoralis); HEK293 ssDAF-12/GRIP1 lit1-tk-luc reporter; % of 3 µM dafachronic acid response; activation, % at 6.8 µM; hit rate 1% among 370,000;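 active = activation above the mean over all tested compounds plus 3 SD, cut at about 0.9% in these data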;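 also: 0% = DMSO-only wells and 100% = 3 µM delta7-dafachronic acid wells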
hcDAF12 agonist: H. contortus DAF-12 nuclear receptor activators, primary screen, cell-based, luminescence, HEK293, lit1-tk-luc reporter | hit rate 1.4% among 370,000 | HEK293 hcDAF-12 lit1-tk-luc reporter; 0% DMSO, 100% Δ7-dafachronic acid | AID 652067, 2013 | activation, % at 6.8 µM;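 active = activation above the mean of all tested compounds plus 3 SD, cut at about 5.5% in these data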;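 also: 100% = response to 3 µM Δ7-dafachronic acid high control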
DAX1 inh-2: DAX1 (NR0B1) inhibitors on StAR promoter, primary screen, cell-based, luminescence, SF-1 (NR5A1), full-length DAX-1; HEK293T StAR-luciferase reporter, SF-1/DAX-1 repression relief; inhibition, % at 6.8 µM; hit rate 1.1% among 370,000; AID 652010, 2013;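 active = inhibition above the mean over all tested compounds plus 3 SD, cut at about 3.6% in these data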;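 also: 0% = DAX-1 cells with DMSO and 100% = cells lacking DAX-1 with DMSO; higher inhibition means more luminescence from relief of DAX-1 repression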
FXN GAA850 act: FXN promoter activators, primary screen, cell-based, luciferase luminescence, HEK293 lucGAA850. AID 540364, 2011. activation, % at 6 µM. hit rate 0.56% among 360,000. HEK293 lucGAA850 FXN promoter luciferase reporter, 24 h; percent of 10 µM SAHA response;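 active = activation above the average of all compounds screened plus 3 SD, cutoff fixed separately per campaign, cut at about 7.5% in these data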;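 also: 0% = DMSO wells and 100% = 10 µM SAHA wells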
hgDAF-12 ag: H. glycines DAF-12 receptor agonists, primary screen, cell-based, luminescence, HEK293, GAL4 fusion, UAS-luciferase | Nuclear hormone receptor DAF-12 (Heterodera glycines), GAL4 fusion | HEK293 GAL4-hgDAF12 UAS-luciferase reporter, agonist luminescence; normalized to butyrate control | activation, % at 6.8 µM | hit rate 1.8% among 370,000;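 active = activation above a cutoff set at the mean of all screened compounds plus 3 SD, cut at about 10% in these data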;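 also: 0% = DMSO wells and 100% = sodium butyrate wells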
Rev-erbA mod: modulators of Rev-erb alpha DNA binding, primary screen, biochemical, FITC-DNA, fluorescence polarization, uHTS; Rev-erbα–FITC-DNA binding, 90 min; activity, % at 10 µM; Nuclear receptor subfamily 1 group D member 1 (Homo sapiens), P20393; AID 1259318, 2017; hit rate 0.79% among 370,000;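 active = activity above about 14%, limit read from the data; passing the limit was not always enough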;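 also: 0% = DMSO wells with 35 nM protein and 100% = DMSO wells with 750 nM protein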
Target sequence (P20393 whole entry, looked up): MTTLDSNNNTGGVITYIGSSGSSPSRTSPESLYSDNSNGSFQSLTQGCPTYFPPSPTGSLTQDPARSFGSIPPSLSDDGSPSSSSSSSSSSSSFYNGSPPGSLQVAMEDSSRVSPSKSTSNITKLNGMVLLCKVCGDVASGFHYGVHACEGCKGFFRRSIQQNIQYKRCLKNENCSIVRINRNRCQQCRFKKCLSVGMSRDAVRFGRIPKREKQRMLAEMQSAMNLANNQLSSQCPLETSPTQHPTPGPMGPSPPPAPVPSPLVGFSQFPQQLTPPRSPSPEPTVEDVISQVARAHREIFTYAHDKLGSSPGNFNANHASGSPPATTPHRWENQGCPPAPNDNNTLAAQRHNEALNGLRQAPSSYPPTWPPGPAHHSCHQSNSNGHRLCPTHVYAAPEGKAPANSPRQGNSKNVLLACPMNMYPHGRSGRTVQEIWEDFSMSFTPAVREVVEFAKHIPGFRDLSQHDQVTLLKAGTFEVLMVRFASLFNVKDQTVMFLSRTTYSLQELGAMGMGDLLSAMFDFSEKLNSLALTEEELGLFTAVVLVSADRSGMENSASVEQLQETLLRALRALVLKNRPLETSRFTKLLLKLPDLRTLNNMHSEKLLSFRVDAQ
The depositor's hits bear a star; · = no result given.

Values run as follows: SMARCA2 act, sPLA2-III inh, DAX1 inh-1, PG9 Ab binder, PLC-beta3 inh, ssDAF12 agonist, hcDAF12 agonist, DAX1 inh-2, FXN GAA850 act, hgDAF-12 ag, Rev-erbA mod
Cc1cc(C(=O)NC(C)C)on1
  0, 3, 1.6, 0.2, 0, -1.9, 0.6, -0.6, 0.1, -0.4, -4
O=C(N=Nc1c(O)n(C2OC(=O)c3ccccc32)c2ccccc12)c1ccc(O)cc1 (stereo not drawn)
  2, 5, 0.6, 0.8, 0, -1.0, -0.8, 0.1, 0.7, 1.6, 0
Cc1ccc(-n2nc(C)cc2N)c(C)c1
  -1, 11, 0.2, -2.9, 0, -0.8, -1.5, -0.4, 1.4, -1.9, -1
Cc1nc([N+](=O)[O-])c(Br)n1CC(=O)c1ccccc1
  2, 5, -0.3, -3.0, 6, -1.0, -0.6, -1.1, -0.1, -0.4, -2
CN(C(=O)COC(=O)c1c[nH]c2ccccc12)c1ccccc1
  1, -12, -0.9, 1.7, 4, -1.6, 0.5, 0.0, -0.1, 1.6, -1
CCc1cc2c(SCC(=O)NC(=O)c3cccn3C)ncnc2s1
  2, 1, -1.7, 21*, -12, -1.3, -0.2, -1.4, -1.7, 0.8, 4
COc1ccc(NC(=O)CN(C)C(=O)c2c(C)nn(Cc3ccccc3)c2C)cc1
  3, 1, 0.0, -0.2, 3, -0.4, 0.3, -0.6, -0.5, -0.7, -10
CC1(C)CC(=O)C2=C(C1)Nc1ccccc1NC2c1nc2ccccc2[nH]1 (stereo not drawn)
  -1, 1, 0.9, -1.6, -7, -0.7, 2.4, -0.9, -0.3, 0.6, -7
O=C(COC(=O)CNC(=O)c1ccc(Br)o1)Nc1ccc2c(c1)OCCO2
  3, 1, -0.4, 0.1, -2, -1.4, 0.2, -0.2, -1.0, -2.8, -4
O=C1N/C(=C\c2ccsc2)C(=O)N1Cc1ccc(F)cc1
  -4, 0, 3.4, -1.4, 3, -0.5, 0.0, 0.1, -1.0, 1.5, 0
O=C(Nc1cccc(NC(=O)c2ccccc2)n1)c1ccccc1
  -1, 1, 0.7, 0.9, -6, -0.6, 0.7, 0.5, 2.9, 0.6, 0
C[C@H]1COC(=O)[C@@H](Cc2ccc(F)cc2)CC/C=C/C[C@H](CC(=O)N(CCO)Cc2ccccc2)C(=O)N1
  -1, -5, 0.9, -1.3, -1, -1.4, -2.1, -0.3, -1.4, 1.4, 1
Cc1cc(C)c2c(n1)nn1c(NCCCN3CCOCC3)cc(C)nc21
  -1, 2, 1.1, 0.6, -27, -0.9, -1.6, 1.3, 1.3, 0.1, 1
CCOc1ccc(CNC(=O)C(CC)n2nc(C)n3c(cc4occc43)c2=O)cc1OC (stereo not drawn)
  -1, -7, -1.8, -0.1, 2, -1.6, -2.1, 0.3, -1.0, 2.3, -6
COc1cccc(CNC(=O)Cc2ccc(-n3c(=O)[nH]c4ccccc4c3=O)cc2)c1
  -3, -5, -0.8, 0.4, -3, -1.5, -0.9, -0.2, -2.7, 3.9, -4
Cc1ccc(CNC(=O)Nc2ccc(C)cc2)cc1
  3, -3, 1.0, 0.8, -1, -0.2, 1.4, 0.1, 5.1, 4.2, -5
CCOC(=O)CC(NC(=O)c1cc2cccc(OC)c2oc1=O)c1ccc(OC)cc1 (stereo not drawn)
  2, -3, -0.2, 1.8, -26, -0.9, 0.1, 0.0, 1.8, -0.9, 3
COCCn1c(=O)[nH]c2cc(C(=O)N3CCN(c4ccccc4OC)CC3)ccc2c1=O
  1, -1, 0.2, -1.6, -2, -1.0, -2.4, 0.3, 1.3, 0.4, -1
CCC(C)NC(=O)CN(C1CCCCC1)S(=O)(=O)c1ccc(F)cc1 (stereo not drawn)
  0, 4, 0.2, 2.3, -2, -0.8, -1.6, -0.6, 1.3, 0.4, -3
Cc1ccc(-c2nn3c(C)nnc3c3ccccc23)cc1S(=O)(=O)NC(C)c1ccccc1 (stereo not drawn)
  -1, -4, 2.7, -1.4, -3, -1.2, -2.0, -0.8, 1.2, -2.6, -3
Cc1ccc(C2=NN(C(=O)c3ccccc3F)C(c3ccccc3F)C2)cc1 (stereo not drawn)
  -5, 2, 0.1, 0.0, -7, -0.8, 1.7, -0.5, 0.2, -3.1, 7
CCCCNC(=O)C1(C)CCN1C(=O)c1ccc(C)c(F)c1 (stereo not drawn)
  3, -2, ·, -3.8, 1, -1.2, -1.5, -0.1, -1.8, -1.8, 4
Cc1ccc(CNC(=O)CCSCCC(=O)NCc2ccc(C)cc2)cc1
  -2, 9, -0.7, 0.6, 2, -0.8, -0.6, -0.8, 1.9, -0.6, 1
Nc1nc(SCC(=O)Nc2cccc(F)c2)n[nH]1
  -1, 0, 0.7, 1.1, 4, -1.0, -0.6, -1.4, 1.9, -1.8, -7
COc1ccccc1CNC(=O)CC(C)c1ccccc1 (stereo not drawn)
  -3, 3, 1.0, 0.2, 1, -0.9, -0.9, -0.1, 0.4, 2.8, 3
CCN1C(=O)[C@H]2[C@@H](c3ccc(C)cc3)N3C(=O)N(c4ccccc4)C(=O)[C@@]3(C)[C@H]2C1=O
  2, 4, -0.2, 0.2, -3, -0.9, -1.9, -0.6, 1.4, -1.1, 5
COC(=O)c1cccc(NC(=S)NCc2ccc(F)cc2)c1
  3, -5, 1.3, -0.1, 1, -0.8, 1.4, -0.3, 0.3, 2.4, 0
COc1ccccc1OCCn1c(=S)[nH]c2ccccc21
  -2, 13, 1.0, 2.1, -11, -0.6, 1.6, -0.1, -1.7, -2.5, 2
Cc1ccc(S(=O)(=O)N2CN(Cc3ccco3)c3nc4ccccc4nc32)cc1C
  -1, -14, -0.3, 0.2, -16, -1.3, -1.1, -0.7, 1.1, -0.2, 3
N#C/C(=C\c1ccccc1)C(=O)Nc1nncs1
  -5, 12, 1.4, -0.3, -24, -1.0, 2.0, 0.2, -1.2, 1.0, -3
O=C(c1ccc(CS(=O)(=O)c2ccc(Br)cc2)o1)N1CCN(c2ccc(F)cc2)CC1
  -1, -5, -0.6, -2.0, -6, -0.6, 0.2, 0.2, -0.1, 2.2, -7
O=c1c(Cl)c(Cl)cnn1-c1ccccc1
  -11, 10, 0.8, -0.4, 0, -0.9, -1.9, -1.9, -6.6, -5.0, 3
COc1ccccc1NC(=S)NC(NC(=O)C(C)C)C(Cl)(Cl)Cl (stereo not drawn)
  2, 5, -0.1, -1.2, -2, -0.5, -1.1, 0.3, 0.5, -0.3, 1
COc1ccc(Oc2c(Cl)cnn(-c3ccc(C)cc3)c2=O)cc1
  0, -6, 0.5, -0.5, -4, -1.0, -0.2, -0.1, -1.3, -2.7, -1
O=C(Cn1cc(C(F)(F)F)cc(Cl)c1=O)Nc1cc(Cl)cc(Cl)c1
  0, -1, -0.7, 4.5, 0, -0.6, 0.6, 0.2, 0.7, -0.9, 59*
Cc1cnc(C)c(N2CCC(C(=O)NCc3ccco3)CC2)n1
  1, 5, 2.0, -2.5, 2, -1.1, -1.3, -0.3, -1.5, 0.4, 1
CN1OC[C@@H]2CN(Cc3ccc(Cl)cc3)[C@H](c3ccc(-n4ccnc4)cc3)C[C@@H]21
  -4, -7, ·, -2.8, -3, -1.3, 0.7, 0.0, ·, 2.0, -6
CC(=O)Nc1cccc(C(=O)OCc2ccccc2)c1
  1, -4, -0.7, 0.5, 0, -0.8, 2.1, 0.6, 0.5, 2.1, -1
COc1cccc(C(=O)NCCS(=O)(=O)N(C)Cc2ccccc2)c1
  1, 1, 0.8, -1.9, -1, -1.2, -0.8, 1.4, -2.7, 1.6, 0
CC(C)(C)NC(=S)NCc1ccncc1
  2, 1, 0.6, 0.7, 1, -0.7, -1.6, 0.4, 0.1, 0.8, -1
O=C1C2C3c4ccccc4C(c4ccccc43)C2C(=O)N1Cc1ccccn1 (stereo not drawn)
  0, -7, -0.7, 0.7, 0, -2.2, -2.0, -0.1, -0.2, -2.5, -5
CCOC(=O)CCCNC(=O)COC(=O)c1cccc(C)c1O
  2, 3, 1.6, -0.2, -3, -0.9, 0.9, -0.2, 0.1, 2.1, 4
Cc1cc2nc(NC(=O)C3(C)CCN3C(=O)C(C)C)[nH]c2cc1C (stereo not drawn)
  1, 2, ·, 0.9, 0, -0.9, 2.0, 1.5, -0.2, 5.3, 2
Cc1nc2c(n1O)CCC/C2=N\O
  -1, -1, 2.5, -0.7, 4, -1.0, 0.6, -0.2, -2.5, -0.4, 2
CCC(=O)N1c2ccc(S(=O)(=O)NCCc3ccc(OC)c(OC)c3)cc2CC1C (stereo not drawn)
  -3, -10, -0.4, -2.4, 5, -0.9, -1.7, 0.4, 0.7, -0.1, -6
CCc1c(C)nc2ncnn2c1N1CCC(C(=O)Nc2cccc(C(C)=O)c2)CC1
  -4, 0, 0.1, -2.2, -2, -1.2, -1.9, -0.2, -2.0, -0.8, -4
Cc1cccc(C(=O)NCCC(=O)N2CCc3ccccc3C2)c1
  0, 7, -0.7, -0.6, -2, -0.8, 1.9, 3.2, -0.1, -0.3, 3
Cc1nnc(SC(C)C(=O)N(C)C2CCCCC2)n1N (stereo not drawn)
  -4, 12, 0.9, 2.4, -5, -1.2, -0.7, -1.4, 1.9, 0.6, 8
COC(=O)C1=C(C)N(Cc2ccccc2C(F)(F)F)C(=NCc2cc(OC)c(OC)c(OC)c2)NC1c1ccccc1 (stereo not drawn)
  -2, -5, ·, 0.4, 1, -0.4, -1.4, 0.5, ·, -1.7, 1
O=C(Nc1ccc(Nc2ccncc2)cc1)c1ccc(Nc2ccnc3ccc([N+](=O)[O-])cc23)cc1
  -1, -41, -0.8, 7.0, 1, -0.9, -0.5, -0.3, -1.6, 0.5, -43
CN(CC(=O)Nc1ccc(Cl)c(Cl)c1)C(=O)CNC(=O)Cc1ccccc1
  1, -5, 0.3, -0.9, -3, -0.5, 0.5, -0.5, 2.0, -3.7, 2

Two of the compounds above, with tabs.
SMILES	SMARCA2 act	sPLA2-III inh	DAX1 inh-1	PG9 Ab binder	PLC-beta3 inh	ssDAF12 agonist	hcDAF12 agonist	DAX1 inh-2	FXN GAA850 act	hgDAF-12 ag	Rev-erbA mod
Cc1cccc(C(=O)NCCC(=O)N2CCc3ccccc3C2)c1	0	7	-0.7	-0.6	-2	-0.8	1.9	3.2	-0.1	-0.3	3
CCc1c(C)nc2ncnn2c1N1CCC(C(=O)Nc2cccc(C(C)=O)c2)CC1	-4	0	0.1	-2.2	-2	-1.2	-1.9	-0.2	-2.0	-0.8	-4

Screening results as filed in PubChem.
